# SW480 rerep: inducers of DNA re-replication in SW480 colon cancer cells; SW480 DNA re-replication, Hoechst DNA content imaging, 48 h; Potency, µM (series often up to 46.1 µM), for the others: at the highest dose re-replication activation, most hits filed as activators; 340,000 tested, 1.8% active; note: potency is the fitted concentration of half-maximal effect; % of control where 0% means no effect; nearly all actives have a fitted effect of over 55% in size
#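 Quantitative HTS format with DMSO vehicle controls; 48 hr drug incubation at 37 C, then 40 min Hoechst staining and scanning imager measurement at 405 nm excitation.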
# KB-3-1 tox: KB-3-1 parental cell cytotoxicity; Potency, µM (top dose mostly 46.1 µM), for the others: at the top dose activity change, negative = cytotoxic, usual class: cytotoxic; KB-3-1 viability, CellTiter-Glo ATP luminescence, 72 h; AID 1347075; 400,000 tested, 1.4% active; note: potency is the fitted concentration of half-maximal effect; % is set by controls: 0 for no effect and ±100 for the full control effect; nearly all actives have a fitted effect of over 60% in size
#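 KB-3-1 cells, DMEM (no phenol red) + 10% FBS; compound by pin transfer, 72 h, 37 °C. Readout: CellTiter-Glo luminescence after 10 min. Data normalized, curve-fitted.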
# D3 antag: blocks the human D3 dopamine receptor. 360,000 tested, 2.5% active. D3R cells, DiscoveRx beta-arrestin luminescence, antagonist mode; active compounds read low. max response, negative = inhibition, %; in the data active = max response below about -50%; inconclusive = no clear call, values can overlap the other calls; note: % is set by controls: 0 for no effect and ±100 for the full control effect; mostly tested at two doses, the higher about 12 µM
# Target sequence (P35462 whole entry, looked up): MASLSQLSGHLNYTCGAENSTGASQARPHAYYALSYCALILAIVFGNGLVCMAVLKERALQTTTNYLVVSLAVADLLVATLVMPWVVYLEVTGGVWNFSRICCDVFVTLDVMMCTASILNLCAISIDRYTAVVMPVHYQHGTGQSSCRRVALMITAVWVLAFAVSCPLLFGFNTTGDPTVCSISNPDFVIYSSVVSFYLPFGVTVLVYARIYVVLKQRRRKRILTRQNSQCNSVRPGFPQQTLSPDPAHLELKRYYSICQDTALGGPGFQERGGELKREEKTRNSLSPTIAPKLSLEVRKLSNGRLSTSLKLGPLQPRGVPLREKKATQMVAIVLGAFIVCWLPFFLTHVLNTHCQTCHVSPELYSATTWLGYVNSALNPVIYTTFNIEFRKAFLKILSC
#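 Cells plated overnight at 1500 cells/well, then exposed to library compounds with dopamine controls for 90 minutes at 37 degrees C. DiscoveRx reagent added for 30–60 minutes at room temperature; luminescence read, quantitative HTS format.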
# HT1080-NT tox: kills 2HG-producing HT-1080-NT fibrosarcoma cells; HT-1080-NT fibrosarcoma viability, CellTiter-Glo ATP luminescence, 48 h; Potency, µM (series often up to 46.1 µM), for inactives: at the top dose activity, negative = less viability, usual class: cytotoxic; 360,000 tested, 1.6% active; AID 686970;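 note: NT is the 2HG producing partner of a matched IDH1 knockdown line; potency is the fitted concentration of half-maximal effect; 0% = DMSO-treated cells and -100% = media-only wells without cells; nearly all actives have a fitted effect of over 55% in size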
#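 HT-1080-NT fibrosarcoma cells (2HG-overproducing), 750 cells/well in RPMI with 5% FBS, dosed after 2 h and incubated 48 h at 37C. CellTiter-Glo luminescence normalized to DMSO and no-cell wells; concentration-response curves fitted and classed.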
# DRD3 agonist: D3 dopamine receptor (human) agonism; 410,000 tested, 0.58% active; P35462; max activation, %; D3R DiscoveRx beta-arrestin cells, luminescence, 90 min; in the data active = max activation above about 30%; note: 0% is about no effect; mostly tested at two doses, the higher about 12 µM
#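 Cells at 1500/well, incubated overnight, then treated with pinned compounds (dopamine as control) for 90 min at 37 degrees C. DiscoveRx reagent added for 30 - 60 minutes at room temperature; luminescence read.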
# KB-V1 cytotox: kills drug-selected multidrug resistant KB-V1 cells; KB-V1 MDR cells viability, CellTiter-Glo, 72 h; Potency, µM (series often up to 46.1 µM), without a hit: at the top dose activity change, negative = cytotoxicity, hits mostly cytotoxic; 400,000 tested, 3.4% active; AID 1347076; note: potency is the fitted concentration of half-maximal effect; % is set by controls: 0 for no effect and ±100 for the full control effect; nearly all actives have a fitted effect of over 60% in size
#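 Cells of the MDR subline KB-V1 are plated, dosed with compound at multiple concentrations, and incubated 72 h at 37 degrees C; CellTiter-Glo is then added and luminescence read after 10 min.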
# IL-1B inflam inh: inhibitors of inflammasome signaling (IL-1 beta secretion); THP-1 LPS/ATP IL-1B secretion, AlphaLISA, 16 h; active compounds read low; activity change, % at 57.5 µM; 360,000 tested, 4.7% active; AID 743279; in the data active = activity change below about -50%; inconclusive = mostly about -30% to -49%; note: % is set by controls: 0 for no effect and ±100 for the full control effect
#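 Secreted IL-1B measured by AlphaLISA bead assay after 16 h compound exposure of THP-1 cells; compounds (final up to 57.5 uM) added 1 h before LPS (250 ng/mL) and ATP (1.25 mM) stimulation; lower signal means less secretion.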
# HT1080 IDH1KD tx: HT-1080 IDH1 knockdown cell toxicity (counter line); Potency, µM (doses to about 46.1 µM), for inactives: at the top dose activity, negative = toxicity, actives largely listed as cytotoxic; 360,000 tested, 2% active; HT-1080 IDH1 knockdown viability, ATP luminescence, 48 h;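 note: potency is the fitted concentration of half-maximal effect; 0% = DMSO wells and -100% = cell-free medium wells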
#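 In this qHTS, HT-1080 cells depleted of IDH1 are exposed for 48 h at 37 °C to compound titrations. Toxicity is scored from CellTiter-Glo luminescence, with DMSO as full viability and medium alone as none.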
# GLP-1R agonist: GLP-1 receptor (human) agonism; Potency, µM (series often up to 45.6 µM), without a hit: at the highest dose activation, actives largely listed as activators; 380,000 tested, 0.007% active; AID 624172; P43220; HEK293 GLP-1R CRE-luciferase, luminescence, 4-6 h; cells express a hypersensitive GLP-1R form; note: potency is the fitted concentration of half-maximal effect; % of control where 0% means no effect
# Target sequence (P43220 whole entry, looked up): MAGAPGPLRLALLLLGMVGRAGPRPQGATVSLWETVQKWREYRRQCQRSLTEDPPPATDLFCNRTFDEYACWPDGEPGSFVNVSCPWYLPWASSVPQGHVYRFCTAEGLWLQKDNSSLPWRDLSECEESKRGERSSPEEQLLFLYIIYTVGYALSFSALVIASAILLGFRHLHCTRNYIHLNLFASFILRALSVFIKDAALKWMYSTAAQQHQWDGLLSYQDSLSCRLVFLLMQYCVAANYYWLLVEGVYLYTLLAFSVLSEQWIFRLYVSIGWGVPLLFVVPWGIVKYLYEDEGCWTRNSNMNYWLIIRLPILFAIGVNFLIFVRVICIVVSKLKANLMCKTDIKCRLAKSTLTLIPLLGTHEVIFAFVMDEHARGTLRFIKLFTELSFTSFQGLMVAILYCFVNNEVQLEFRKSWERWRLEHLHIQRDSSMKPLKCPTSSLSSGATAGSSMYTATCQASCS
# Starred values were filed as active, the others as inactive; ? = inconclusive; . = not tested or not shown; [ ] = remark or other dose. Unless noted, calls come from the whole dose curve; as a rule, active = well fitted curve in the direction sought with a large enough effect; inconclusive = small, poorly fitted or top-dose-only effect, or another doubt; inactive = no such curve, though single readings can be large; an effect the other way counts as inactive or inconclusive. Compounds were not picked by outcome (roughly 12% active in at least one column).
SMILES,SW480 rerep,KB-3-1 tox,D3 antag,HT1080-NT tox,DRD3 agonist,KB-V1 cytotox,IL-1B inflam inh,HT1080 IDH1KD tx,GLP-1R agonist
CCN(CC(=O)NC(C)C)Cc1nc2c(Br)cc(Br)cc2c(=O)[nH]1,-19%,-24%,2,-29%,0,9.2µM*,30,-1%,3%
COc1cc2[nH]c(=O)n(CCCCCC(=O)N3CCN(c4ccccc4)CC3)c(=O)c2cc1OC,4%,-6%,26,-5%,4,?,-14,-13%,-5%
CC(C)CC(NC(=O)C(NC(=O)OC(C)(C)C)C(C)C)C(N)=O (centres undefined),-6%,12%,3,0%,-2,8%,12,-2%,0%
CC(C)c1ccc(NC(=O)NC(C)c2ccc3c(c2)OCO3)cc1 (centres undefined),7%,.,-25,-3%,-5,.,-7,-8%,-5%
Cc1ccc(S(C)(=O)=O)cc1S(=O)(=O)Nc1cccc(Cl)c1,-5%,2%,-12,-2%,5,-25%,3,-1%,2%
COc1cc(NC(=O)C(C)Oc2ccccc2)ccc1NC(=O)COc1ccccc1 (centres undefined),7%,.,16,6%,5,.,-26,3%,-6%
Cc1ccc(NC(=O)c2nnn(-c3ccc4c(c3)OCCO4)c2N)cc1,-5%,-5%,-8,-21%,-6,?,-90*,-21%,-1%
CN(CC(=O)Nc1ccc(Cl)cc1)C(=O)COc1ncnc2ccccc12,4%,-2%,-5,-13%,2,0%,14,-21%,3%
CC(C)(C)c1ccccc1NC(=O)Cn1cnc2cc([N+](=O)[O-])ccc2c1=O,-2%,2%,11,-1%,0,-8%,-2,-1%,11%
O=C1CCC(=O)c2oc3ccccc3c2N1,-9%,3%,5,0%,-6,10%,9,-2%,-5%
CN(Cc1cccs1)C(=O)COc1cccc(-n2cnnn2)c1,-2%,16%,-5,0%,2,2%,26,0%,-3%
CCCC1S/C(=N/N=C/c2ccc(C)cc2)N(Cc2ccc(OC)cc2)C1=O (centres undefined),-3%,?,11,-1%,1,13µM*,-2,-1%,-12%
O=C(Nc1c(-c2ccccc2)nc2ccc(Cl)cn12)c1cccs1,-1%,1%,5,-2%,-1,3%,24,-1%,11%
COc1ccc(C2=NS(=O)(=O)N(C)C(C(=O)N3CCOCC3)=C2)cc1OC,-3%,-13%,?,-6%,-3,22%,5,0%,-2%
CC(C)c1ccc(N2C(=O)CSC23C(=O)N(Cc2ccccc2F)c2ccccc23)cc1 (centres undefined),.,?,.,.,-18,?,.,.,0%
NC(=S)NN=Cc1nccc2c(C(F)(F)F)cccc12,.,?,?,?,-19,?,127,?,3%
O=C(Nc1ccc(Cl)cc1)Nn1cnnc1,-1%,1%,18,3%,0,0%,?,6%,7%
O=C1CCCN1c1ccc(C(=O)N(Cc2nnc(-c3ccc(Cl)cc3)o2)C2CC2)cc1,1%,0%,15,19%,2,-10%,-14,9%,-2%
COc1cc(Br)c(CC(=O)O)cc1OC,?,-1%,13,-3%,-2,11%,12,0%,13%
CCOC(=O)CSc1cc(C)c(C#N)c2nc3ccccc3n12,-2%,-2%,3,0%,5,-11%,18,6%,0%
O=C1c2ccccc2C(c2nnnn2C2CCCCC2)N1CCc1ccc(O)cc1 (centres undefined),.,23%,7,1%,5,-27%,33,2%,-4%
O=C(NCCc1ccccc1)Nc1nnc([C@@H]2C[C@H](O)[C@@H](CO)O2)s1,.,0%,-7,10%,-2,10%,0,?,-4%
CC(C)(C)c1ccc(-c2nnc(SCC(=O)c3ccc4c(c3)OCCO4)o2)cc1,0%[9.22 µM],-15%,11,15%,12,-27%,0,11%,-1%
CCc1ccc(N2CC(C(=O)Nc3ccc(F)cc3)CC2=O)cc1 (centres undefined),-25%,0%,5,9%,-2,-5%,6,6%,2%
Cc1cc(NCCc2ccc(Cl)cc2)n2ncnc2n1,-8%,-1%,9,7%,1,0%,40,-11%,11%

# Single entries from the entries so far.
# Cc1ccc(NC(=O)c2nnn(-c3ccc4c(c3)OCCO4)c2N)cc1 – HT1080-NT tox: -21%
# CC(C)CC(NC(=O)C(NC(=O)OC(C)(C)C)C(C)C)C(N)=O (centres undefined) – SW480 rerep: -6%
# CCOC(=O)CSc1cc(C)c(C#N)c2nc3ccccc3n12 – HT1080 IDH1KD tx: 6%

# Returning to the listing, starting six compounds before the break.
SMILES,SW480 rerep,KB-3-1 tox,D3 antag,HT1080-NT tox,DRD3 agonist,KB-V1 cytotox,IL-1B inflam inh,HT1080 IDH1KD tx,GLP-1R agonist
CCOC(=O)CSc1cc(C)c(C#N)c2nc3ccccc3n12,-2%,-2%,3,0%,5,-11%,18,6%,0%
O=C1c2ccccc2C(c2nnnn2C2CCCCC2)N1CCc1ccc(O)cc1 (centres undefined),.,23%,7,1%,5,-27%,33,2%,-4%
O=C(NCCc1ccccc1)Nc1nnc([C@@H]2C[C@H](O)[C@@H](CO)O2)s1,.,0%,-7,10%,-2,10%,0,?,-4%
CC(C)(C)c1ccc(-c2nnc(SCC(=O)c3ccc4c(c3)OCCO4)o2)cc1,0%[9.22 µM],-15%,11,15%,12,-27%,0,11%,-1%
CCc1ccc(N2CC(C(=O)Nc3ccc(F)cc3)CC2=O)cc1 (centres undefined),-25%,0%,5,9%,-2,-5%,6,6%,2%
Cc1cc(NCCc2ccc(Cl)cc2)n2ncnc2n1,-8%,-1%,9,7%,1,0%,40,-11%,11%
COc1ccc(N2CCN(S(=O)(=O)c3ccc(C(=O)NCc4ccco4)cc3)CC2)cc1,-2%,0%,-4,0%,-4,-15%,36,4%,-1%
CCOc1cc(C(=S)N2CCOCC2)ccc1OC(=O)c1cc(OC)c(OC)c(OC)c1,-33%[inhibitor],19%,5,-4%,6,0%,13,2%,-3%
NC(N)=NN=C1c2ccccc2-c2ccccc21,3%,-4%,-10,-18%,-14,-2%,-64*,-14%,5%
CCn1c(SCc2ccc(Cl)cc2)nnc1-c1ccccc1,18%,-18%,2,-3%,-6,?,-4,-11%,0%
Cc1nn(Cc2ccccc2)c2c1C(c1cccnc1)C(C#N)=C(N)O2 (centres undefined),-2%[9.22 µM],-2%,0,-17%,-8,-20%,4,-15%,-16%
Cc1ccc(-c2csc(-c3c[nH]c4ccccc34)n2)c(C)c1,?,?,8,?,-8,?,14,18µM*,-20%
Cc1cccn2c(=O)c3cc(C(=O)NCCCn4ccnc4)n(C)c3nc12,?,18%,13,3%,2,3%,?,6%,1%
CC(C)[C@H](NC(=O)[C@@H]1Cc2c([nH]c3ccccc23)C2c3ccccc3C(=O)N21)C(=O)N1CCC[C@@H]1C(=O)O (some centres undefined),?,0%,29,-1%,40*,-7%,37,-2%,-2%
O=C1CCCc2c1cc(C(=O)Nc1ccc(Br)cn1)c(=O)n2-c1ccccc1,-6%,-8%,?,-6%,-3,-2%,-3,-1%,-3%
O=C(NCCc1ccccc1)C1CCC(=O)N1C1CCCC1 (centres undefined),1%,7%,17,24%,7,21%,-12,26%,1%
COc1cc(C2C(C#N)=C(N)Oc3n[nH]c(C)c32)cc2c1OCO2 (centres undefined),-18%,-3%,-20,-2%,-8,16%,5,2%,-15%
Cc1ccc(S(=O)(=O)N2CCC(=O)N(CCOCc3ccc(C(F)(F)F)cc3)CC2)cc1,-12%,-20%,0,-4%,10,?,?,-8%,17%
CCNC(=O)COC(=O)c1cc(-c2ccc(OC)cc2)nc2ccccc12,-2%,-2%,6,2%,-10,2%,-6,-21%,10%
CCCS(=O)(=O)C(=C(Nc1ccc(OC)cc1)Nc1ccc(OC)cc1)S(=O)(=O)CCC,8%,6%,8,-2%,11,-9%,20,7%,-1%
CCOC(=O)Oc1ccc2oc(C)c(C(=O)OCCOC)c2c1,-1%,-7%,-21,-5%,-1,?,-11,-1%,12%

# Some of the entries so far, with each value named:
CC(C)[C@H](NC(=O)[C@@H]1Cc2c([nH]c3ccccc23)C2c3ccccc3C(=O)N21)C(=O)N1CCC[C@@H]1C(=O)O (some centres undefined)
  SW480 rerep: ?
  KB-3-1 tox: 0%
  D3 antag: 29
  HT1080-NT tox: -1%
  DRD3 agonist: 40*
  KB-V1 cytotox: -7%
  IL-1B inflam inh: 37
  HT1080 IDH1KD tx: -2%
  GLP-1R agonist: -2%
Cc1ccc(S(=O)(=O)N2CCC(=O)N(CCOCc3ccc(C(F)(F)F)cc3)CC2)cc1
  SW480 rerep: -12%
  KB-3-1 tox: -20%
  D3 antag: 0
  HT1080-NT tox: -4%
  DRD3 agonist: 10
  KB-V1 cytotox: ?
  IL-1B inflam inh: ?
  HT1080 IDH1KD tx: -8%
  GLP-1R agonist: 17%

# Source: PubChem BioAssay
